KCNK9 block – inhibitors of human KCNK9 two-pore domain potassium channel; Q9NPC2; HEK293 KCNK9, FluxOR thallium flux fluorescence; stronger effect = lower value; B-score at 10 µM; 1.2% of 310,000 active;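 active = ratio B-score over 3 SD below the library mean, with starting fluorescence within 5 SD of its mean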;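 note: negative B-score means less thallium flux so channel inhibition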
KCNQ1 act – potentiators or activators of human KCNQ1 potassium channel; P51787; CHO-K1 KCNQ1, thallium flux FluxOR fluorescence; stronger effect = higher value; B-score at 10 µM; 0.35% of 310,000 active; AID 2648;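 active = fluorescence ratio B-score, a plate-corrected score, at least three library SD, with initial intensity B-score within 5 SD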
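assay system = KCNQ1-transfected CHO-K1 cells | medium = assay buffer with matched DMSO | probe or stimulus = depolarizing K+/Tl+ stimulus, K2SO4 and Tl2SO4 each 12.5 mM in 5x stock | dosing = single dose | incubation = dye 90 min, compound 20 min, room temperature | detection = kinetic FluxOR fluorescence, 10 s baseline plus 110 s post-stimulus | evaluation = ratio B score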
Dyrk1A ADPGlo – blocks rat Dyrk1A kinase activity. Q63470. 0.43% of 310,000 active. inhibition, % at 12.5 µM. AID 504441. ADP-Glo luminescence, NFATc1 peptide; in the data active = inhibition above about 50%;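 note: plate controls were vehicle with enzyme for no effect and no enzyme for full effect; many of its hits are not listed in these tables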
PolyA inhibitor – inhibitors of polyadenylation in S. cerevisiae. S. cerevisiae SKY197-pL101 polyadenylation reporter, beta-gal luminescence; efflux-impaired pdr1/pdr3 knockout yeast; score 100 = 6 SD above DMSO. calls only at 12 µM. 0.02% of 300,000 active. AID 1875;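 active = lowest replicate activity score at least 50, where 100 means six control SD above control mean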;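 note: yeast exposed to compound for 9 h at 30 °C; higher score means more reporter readthrough which indicates perturbed polyadenylation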
TRPC4 PAM – allosteric potentiators of mouse TRPC4 channel | Q9QUQ5 | HEK293 TRPC4beta/mu-opioid, DAMGO EC20, Fluo-4 Ca2+ flux; stronger effect = higher value | B-score at 10 µM | 0.42% of 310,000 active;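 active = B-score of calcium response area above 5 SD of library B-scores, with initial fluorescence ratio within 5 SD of library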;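 note: B-score of integrated fluorescence ratio over time as area under calcium response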
Target sequence (Q9QUQ5 whole entry, looked up): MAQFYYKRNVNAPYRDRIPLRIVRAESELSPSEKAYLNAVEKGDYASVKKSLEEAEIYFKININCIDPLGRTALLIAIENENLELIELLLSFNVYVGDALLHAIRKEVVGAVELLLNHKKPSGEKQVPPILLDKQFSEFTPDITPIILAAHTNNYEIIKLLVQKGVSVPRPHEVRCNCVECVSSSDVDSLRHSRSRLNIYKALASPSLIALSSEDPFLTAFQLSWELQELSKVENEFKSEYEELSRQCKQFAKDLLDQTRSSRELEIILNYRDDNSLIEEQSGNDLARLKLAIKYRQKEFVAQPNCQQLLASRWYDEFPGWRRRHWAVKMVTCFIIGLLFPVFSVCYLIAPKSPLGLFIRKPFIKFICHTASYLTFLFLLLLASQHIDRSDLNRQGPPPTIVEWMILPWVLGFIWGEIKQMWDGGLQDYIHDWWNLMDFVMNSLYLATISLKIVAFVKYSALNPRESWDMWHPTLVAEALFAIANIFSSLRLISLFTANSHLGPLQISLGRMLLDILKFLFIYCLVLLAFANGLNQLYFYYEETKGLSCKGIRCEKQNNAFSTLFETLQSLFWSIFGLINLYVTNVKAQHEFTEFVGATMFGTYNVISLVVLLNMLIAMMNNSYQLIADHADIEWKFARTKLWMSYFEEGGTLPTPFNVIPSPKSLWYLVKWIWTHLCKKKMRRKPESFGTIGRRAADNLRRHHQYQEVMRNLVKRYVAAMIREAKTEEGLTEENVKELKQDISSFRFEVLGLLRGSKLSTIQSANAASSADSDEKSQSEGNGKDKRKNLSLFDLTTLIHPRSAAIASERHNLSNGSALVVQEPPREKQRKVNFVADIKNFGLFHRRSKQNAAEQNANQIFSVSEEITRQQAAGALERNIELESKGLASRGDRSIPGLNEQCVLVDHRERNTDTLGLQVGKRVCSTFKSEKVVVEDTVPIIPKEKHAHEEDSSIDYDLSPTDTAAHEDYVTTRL
TRPC4 inh – TRPC4 (mouse) channel inhibition; AID 2247; B-score at 10 µM; HEK293 TRPC4beta/mu-opioid, DAMGO-evoked Fluo4 calcium flux; stronger effect = lower value; 0.39% of 300,000 active;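 active = B-score over 3 SD under the library average, no early fluorescence shift, positive overall ratio signal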
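Assay system: TRPC4beta/mu-opioid receptor HEK293 cell line; compound dosing: single concentration per test compound; detection: Fluo4 Ca2+ flux fluorescence; evaluation: per-well B score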
Platelet DG rel – platelet dense granule release activity; human platelet-rich plasma, SFLLRN dense granule ATP release, luminescence; inhibition, %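 (compounds screened at 7.5 µM in platelet-rich plasma)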; 0.22% of 300,000 active; AID 1663;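 active = mean replicate score, as percent of positive control, at or above 50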
hERG protect – shields human hERG channel from block by proarrhythmic agents; CHO-hERG, FluxOR thallium flux, dofetilide IC70 present; Q12809; activation (rescue from dofetilide block), less the hit threshold, % at 10 µM; AID 1511; 0.51% of 310,000 active;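 active = activation above the mean of controls blocked by dofetilide plus 5 SD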;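 note: thallium influx through hERG after potassium depolarization seen as dye fluorescence rise; in these data hits start at about 4.7%; inactives centre near -7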
KCNK3 block – human KCNK3 channel inhibition, primary screen; CHO-KCNK3 thallium flux, FluxOR fluorescence; stronger effect = lower value; B-score at 10 µM; 0.84% of 340,000 active; AID 602410;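 active = B-score under library mean minus 4 SD, starting fluorescence ratio at most library mean plus 5 SD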;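 note: more negative B-score means stronger inhibition of thallium flux through KCNK3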
TRPC4 act – activators of mouse TRPC4 channel; B-score at 10 µM; Q9QUQ5; HEK293 TRPC4beta/mu-opioid, Fluo4 calcium fluorescence; stronger effect = higher value; 0.49% of 310,000 active;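 active = B-score above 5 SD of library B-scores, and initial fluorescence ratio not above library mean plus 5 SD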;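 note: positive B-score marks a calcium rise read as TRPC4 activation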
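system = HEK293 cells stably co-expressing mouse TRPC4beta and mu-opioid receptor | schedule = Fluo4 dye loading 45 min at room temperature, 110 s recording | measure = B-scored integrated calcium fluorescence ratio | signal = Fluo4 calcium-sensitive dye fluorescence, kinetic, 1 Hz baseline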
KCNQ1 block – inhibitors of human KCNQ1 potassium channel | P51787 | CHO-K1 KCNQ1, FluxOR thallium flux fluorescence; stronger effect = higher value | B-score at 10 µM | 1.3% of 310,000 active | AID 2642;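 active = compounds whose thallium flux B-score, printed positive for inhibition, exceeds three library SD while starting fluorescence stays within three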;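 note: channel opened by potassium depolarization with thallium stimulus after 20 min compound exposure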
Active calls of the source: *; i = inactive; · = no result given. The list is partial. The share of hits here may be higher or lower than overall.

A first look (6 entries):
SMILES	KCNK9 block	KCNQ1 act	Dyrk1A ADPGlo	PolyA inhibitor	TRPC4 PAM	TRPC4 inh	Platelet DG rel	hERG protect	KCNK3 block	TRPC4 act	KCNQ1 block
COc1ccc(CCN2CC(C(=O)NCCc3ccc(F)cc3)CCC2=O)cc1 (stereo not given)	i	i	0	i	i	i	1	-7	i	i	i
COc1cccc(NC(=O)CN(C)C(C)C(=O)Nc2ccc(C(C)=O)cc2)c1 (stereo not given)	i	i	4	i	i	i	-15	-6	i	i	i
CC(C)CC(=O)NC(=S)NNC(=O)c1ccc(NC(=O)C2CCCCC2)cc1	i	i	1	i	i	i	-7	-9	i	i	i
COc1ccc(NC(=O)Cn2nnc(C(=O)NCCc3ccccc3)c2N)cc1	i	i	-2	i	i	i	11	-9	i	i	i
CC1CCC2(CC1)NC(=O)N(CC(=O)NCc1cccs1)C2=O (stereo not given)	i	i	-3	i	i	i	15	-5	i	i	i
COc1ccccc1OCC(O)CN1CCOCC1 (stereo not given)	i	i	-1	i	i	i	1	-14	i	i	i

The listing, from the first entry:
SMILES	KCNK9 block	KCNQ1 act	Dyrk1A ADPGlo	PolyA inhibitor	TRPC4 PAM	TRPC4 inh	Platelet DG rel	hERG protect	KCNK3 block	TRPC4 act	KCNQ1 block
COc1ccc(CCN2CC(C(=O)NCCc3ccc(F)cc3)CCC2=O)cc1 (stereo not given)	i	i	0	i	i	i	1	-7	i	i	i
COc1cccc(NC(=O)CN(C)C(C)C(=O)Nc2ccc(C(C)=O)cc2)c1 (stereo not given)	i	i	4	i	i	i	-15	-6	i	i	i
CC(C)CC(=O)NC(=S)NNC(=O)c1ccc(NC(=O)C2CCCCC2)cc1	i	i	1	i	i	i	-7	-9	i	i	i
COc1ccc(NC(=O)Cn2nnc(C(=O)NCCc3ccccc3)c2N)cc1	i	i	-2	i	i	i	11	-9	i	i	i
CC1CCC2(CC1)NC(=O)N(CC(=O)NCc1cccs1)C2=O (stereo not given)	i	i	-3	i	i	i	15	-5	i	i	i
COc1ccccc1OCC(O)CN1CCOCC1 (stereo not given)	i	i	-1	i	i	i	1	-14	i	i	i
CCOC(=O)C1=C(C)NC(C)=C(C(=O)OCC)C1c1cc2ccc(C)cc2[nH]c1=O	i	i	0	i	i	i	-4	-16	i	i	i
COc1cc(-c2nc(-c3ccccc3)c(-c3cccs3)[nH]2)cc(OC)c1O	-10*	i	5	i	i	i	0	-21	i	i	i
CCc1ccc(/C=C/C(=O)c2ccc(N3CCOCC3)cc2)cc1	i	i	-7	i	i	i	-3	-3	i	i	i
Cc1cccc(NC(=O)C(NS(=O)(=O)c2ccc3c(c2)CCC(=O)N3)c2ccccc2)n1 (stereo not given)	i	i	0	i	i	i	-2	-11	i	i	i
CCN1CCN(CC(=O)Nc2cc3c(cc2C(C)=O)OCO3)CC1	i	i	1	i	i	i	-2	-10	i	i	i
CN1CCN(C(c2cccc(C(F)(F)F)c2)c2nnnn2Cc2ccccc2)CC1 (stereo not given)	i	i	·	i	i	i	-8	-7	i	i	i
COc1ccc(CNC2CCCC2)c(OC)c1OC	i	i	-11	i	i	i	4	-9	i	i	i
COc1ccc(CNC(=O)N2CCN(S(=O)(=O)c3ccccc3)CC2)cc1	i	i	4	i	i	i	-12	-7	i	i	i
COC(=O)c1ccc(NC(=O)c2sc3nc(-c4ccccc4)cn3c2C)cc1	i	i	-1	i	i	i	-3	-14	i	i	i
CCC(=O)NC(=S)NNC(=O)c1ccc(OC)cc1	-7.2*	i	·	i	i	i	-7	-7	i	i	i
CC(=O)Nc1cccc(C(=O)Nc2cccnc2)c1	i	i	13	i	i	i	8	0	i	i	i
Cn1cccc1C(=O)OCC(=O)Nc1cc(C(C)(C)C)nn1-c1ccccc1	i	i	2	i	i	i	-1	-3	i	i	i
CN1CCC(=C2c3ccccc3C(O)c3ccccc32)CC1 (stereo not given)	i	i	1	i	i	i	0	-4	i	i	i
CC1CC(C)CN(CC(O)COCCOc2ccc(Br)cc2)C1 (stereo not given)	i	i	1	i	i	i	-7	-7	i	i	i
CC(=O)NC1=NC(=O)/C(=C/N2CCCCC2)S1	i	i	4	i	i	i	6	-7	i	i	i
Cc1nn(Cc2ccc(F)cc2)c(C)c1NC(=O)c1noc2c1CCCCC2	i	i	-2	i	i	i	0	-15	i	i	i
Cc1c(OCC(=O)NCC2CCC(C(=O)NCCCO)CC2)ccc2c(-c3ccccc3)cc(=O)oc12 (stereo not given)	i	i	4	i	i	i	15	-10	i	i	i
C[N+]1(CC(O)COCC2COc3ccccc3O2)CCOCC1 (stereo not given)	i	i	9	i	i	i	4	-6	i	i	i
Cc1c([C@H]2[C@@H](CC#N)C2(C)C)c2ccccc2n1C	i	i	1	i	i	i	-5	-10	i	i	i
Additional structures
SMILES	KCNK9 block	KCNQ1 act	Dyrk1A ADPGlo	PolyA inhibitor	TRPC4 PAM	TRPC4 inh	Platelet DG rel	hERG protect	KCNK3 block	TRPC4 act	KCNQ1 block
CCOC(=O)CSc1nc2ccc(C)cc2n2cnnc12	i	i	5	i	i	i	-10	-6	i	i	i
O=C(c1ccccc1)N1CCC(c2nc(-c3ccc(S(=O)(=O)NCC4CCCO4)cc3)no2)CC1 (stereo not given)	i	i	3	i	i	i	-7	-7	i	i	i
Clc1ccc(CNc2ccc(N3CCN(Cc4ccccc4)CC3)cc2)cc1	i	i	4	i	i	i	-2	-11	i	i	i
CCOc1cc(CNCCCN2CCOCC2)ccc1OCC(=O)NC(C)(C)C	i	9*	-1	i	i	i	2	-6	i	i	i
COc1ccccc1CNC(=O)C1CCC(CNS(=O)(=O)c2ccc(F)cc2)CC1 (stereo not given)	i	i	9	i	i	i	4	-8	i	i	i
COc1ccc(-n2nc(C(=O)NCC(=O)NCCCN3CC(C)CC(C)C3)c3ccccc3c2=O)cc1Cl (stereo not given)	i	i	4	i	i	i	1	-8	i	128*	i
N/C(=N\OC(=O)c1cccs1)c1cccc(Br)c1	i	i	2	i	i	i	3	-3	i	i	i
CC(=O)c1ccc(N2CCN(C(=O)Cc3cccs3)CC2)cc1	i	i	·	i	i	i	-5	-14	i	i	i
Cc1cc(C)c(C)c(S(=O)(=O)Nc2ccccc2C(=O)NCCCn2ccnc2)c1C	i	i	6	·	i	i	-5	-5	i	i	i
CC(=O)Nc1cccc(NC(=O)Nc2cccc(F)c2)c1	i	i	12	i	i	i	14	-4	i	i	i
COC(=O)c1cc2occc2n1Cc1nc(-c2ccccc2F)oc1C	i	i	-2	i	i	i	0	-9	i	i	i
CCOc1ccc2nc(NC(=S)N(C)C)sc2c1	i	i	-3	i	i	i	9	-14	i	i	i
O=C(/C=C/c1ccc2c(c1)OCO2)NCCSCc1ccc(Cl)cc1	i	i	2	i	i	i	-27	-9	i	i	i
COC(=O)C1CCN(C(=O)CCCOc2ccccc2)CC1	i	i	0	i	i	i	-2	-8	i	i	i
Cc1cccc(Oc2c([N+](=O)[O-])c(=O)n(C)c3ccccc23)c1	i	i	2	i	i	i	-2	-28	i	i	i
CCN1CCN(S(=O)(=O)c2cccc(S(=O)(=O)N3CCOCC3)c2)CC1	i	i	-4	i	i	i	5	-11	i	i	i
COCCN1C(=O)C(=O)/C(=C(/O)c2ccc(S(=O)(=O)N3CCOCC3)cc2)C1c1ccc(O)c(OC)c1 (stereo not given)	i	i	1	i	i	i	8	0	i	i	i
CN(C)c1ccc(C(=O)c2ccccc2)cc1	i	i	0	i	i	i	1	-11	i	i	i
CC(C)c1ccc(CNc2nc3nc4c(c(=O)n3[nH]2)CCC4)cc1	i	i	1	i	i	i	-1	-3	i	i	i
COc1ccccc1CC(NC(C)=O)C(=O)NC1CCN(C(=O)Nc2ccccc2F)CC1 (stereo not given)	i	i	9	i	i	i	5	-12	i	i	i
O=[N+]([O-])c1ccc(COc2cccc(CNc3ccc(F)cc3)c2)cc1	-8.3*	i	-7	i	i	i	-8	-2	i	i	6*
CC(=O)N(C)C(c1ccc(N(C)C)cc1)c1nnnn1-c1c(C)cccc1C (stereo not given)	i	i	3	i	i	i	0	-6	i	i	i
CCOC(=O)C(NCc1ccc2c(c1)OCO2)(NC(=O)CC)C(F)(F)F (stereo not given)	i	i	-3	i	i	i	2	-1	i	i	i
COc1ccc(C2C(C(=O)Nc3ccc(F)cc3)=C(C)Nc3nc(CCCO)nn32)cc1 (stereo not given)	i	i	19	i	i	i	-14	-8	i	i	i
COc1ccc(/C(N)=N/OC(=O)CSc2ccc(C)cc2)cc1OC	i	i	-1	i	i	i	-15	-8	i	i	i
Next section.
SMILES	KCNK9 block	KCNQ1 act	Dyrk1A ADPGlo	PolyA inhibitor	TRPC4 PAM	TRPC4 inh	Platelet DG rel	hERG protect	KCNK3 block	TRPC4 act	KCNQ1 block
COc1ccc(NC(=S)N2CCN(Cc3ccccc3)CC2)c(OC)c1	i	i	1	i	i	i	3	-2	i	i	i
CCCCn1c(SCC(=O)c2ccc3c(c2)NC(=O)CO3)nc2cc(S(N)(=O)=O)ccc21	i	i	3	i	i	i	-2	-10	i	i	i
CS(=O)(=O)NCCSCc1c(Cl)cccc1Cl	i	i	3	i	i	i	-14	-17	i	i	i
CCOc1cc(NC(=S)NCC2CCCO2)c(OCC)cc1NC(=O)CC (stereo not given)	i	i	-1	i	i	i	-2	-3	i	i	i
CCCn1c(=NC(=O)c2c(-c3c(F)cccc3Cl)noc2C)c(C(=O)OCC)cc2c(=O)n3ccccc3nc21	i	i	·	i	i	i	13	-7	·	i	i
CS(=O)(=O)c1cc([N+](=O)[O-])c(Sc2nc3ccccc3[nH]2)c([N+](=O)[O-])c1	i	i	-5	i	i	i	8	-13	i	i	i
CC1CCCN(C(=O)Cn2c(-c3nonc3N)nc3ccccc32)C1 (stereo not given)	i	i	2	i	i	i	2	-9	i	i	i
Cc1cccc(C(=O)NCC(=O)OCC(=O)NC2CCCCCCC2)c1	i	i	-3	i	i	i	25	-16	i	i	i
O=C(CCn1cnc2ccccc2c1=O)Nc1nc(-c2ccc(Br)cc2)cs1	i	i	-4	i	i	i	-1	-11	i	i	i

From PubChem
